Screening results (PubChem BioAssay)
MT stabilizer = stabilizes microtubules in HeLa cells; HeLa tubulin immunostaining HCS, 24 h; share of cells brighter than vehicle mean+2SD; 0.83% of 200,000 active; % tubulin-high responders, % at 10 µM; AID 2205;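 active means plate Z-score above 3 for both tubulin-high and condensed-nucleus cell shares, with cell loss under 80%, at 10 µM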;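 further: anti alpha tubulin signal scored within the nucleus-defined area of each cell; some results filed as inactive read as strong as hits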
Ins promoter up = MIN6 insulin promoter up-regulation; MIN6 insulin promoter-GFP reporter, high-content imaging; active compounds read high; z-score at 5 µM; 0.3% of 190,000 active; AID 1625;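 active means z-score above 3 at 5 µM with at least 500 cells counted in the well; inconclusive means wells under 500 cells, flagged as cytotoxic or low count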
Lipid droplet = hepatic lipid droplet formation modulation; AML12 mouse hepatocytes, oleate lipid droplets, BODIPY imaging; 0.4% of 240,000 active; AID 1656; inhibition, % at 6.5 µM;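 active means lipid droplet intensity inhibited by at least 50%, with more than 500 cells counted; inconclusive means wells with under 300 cells, treated as cytotoxic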
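Assay system: AML12 hepatocytes (mouse); Probe or stimulus: oleic acid at 100 µM to induce lipid droplet formation; Dosing: compound at 6.5 µM only; Schedule: compound with oleate, overnight; Detection: fluorescence imaging, 20x objective, two fields per well; Measure: % inhibition of lipid droplet signal.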
Myeloid diff 2 = myeloid differentiation induction; ER-HoxA9 myeloid progenitors, lysozyme-GFP differentiation, flow cytometry; 1% of 360,000 active; AID 624256; calls only at 10 µM;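 active means normalized GFP-positive differentiation at or above the plate's own cutoff, the solvent-only control mean plus 3 SD; inconclusive means no clear call, values can overlap the other calls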;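 further: cells exposed to compound for four days before flow analysis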
West Nile virus CPE = West Nile virus antiviral activity, cell-based, CPE readout (AID 1621); West Nile virus-infected cells, CPE inhibition; higher % means a stronger effect; CPE inhibition, % at 10 µM; hits with a dose series show IC50 in µM; 0.02% of 290,000 active; in the data active means a potency from the dose series; inconclusive means CPE inhibition mostly from about 3.7% at the one dose, without a potency; inactive means the rest, 99 in 100 with CPE inhibition below about 2.2%; further: strong numbers were not always called active
b-catenin transl = alters nuclear translocation of beta-catenin in HeLa cells | immunofluorescence imaging | nuclear translocation activity, % at 5 µM | 0.3% of 190,000 active;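 active means nuclear translocation activity above 50% at 5 µM, with a well cell count of 50 or more; inconclusive means wells under 50 cells across six images, flagged as toxic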;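 further: per-cell ratio of nuclear to cytoplasmic median beta-catenin stain intensity; plate controls were DMSO negative control for no effect and GSK-3 inhibitor IX positive control for full effect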
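Technique: fluorescence imaging of beta-catenin antibody stain plus DAPI / Material: human HeLa cell line / Incubation: compound treatment 24 h, 37°C, 5% CO2 / Read-out basis: % activation of per-cell nuclear versus cytoplasmic median beta-catenin signal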
WT yeast gro inh = growth inhibition of WT yeast, mitochondrial fusion screen | 2.1% of 190,000 active | inhibition, % at 10 µM | mitochondrial fusion phenotypic screen, WT strain; in the data active means inhibition above about 58%; tested in S. cerevisiae
Autophagy mod = autophagy modulation, high-content screen; MEF GFP-LC3 puncta imaging; test concentration mostly 10 µM; calls only at 10 µM (by protocol); 0.98% of 190,000 active; AID 463193;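 active means percentage of spot-positive cells more than 3 SD above its plate mean, without a fluorescence outlier flag or 80% toxicity; inconclusive means no clear call, values can overlap the other calls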;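 further: spot-positive cell cutoff set from DMSO-treated cells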
T cell modulator = T cell immune modulation candidate | 0.068% of 330,000 active | 2C CD8+ T cell-vesicle binding, flow cytometry; active compounds read low | AID 2052 | calls only at 7 µM;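 active means response, share of CD8 T cells binding vesicles, and their 90th percentile fluorescence all below set limits, cut at about 80% in these data, passing the limit was not always enough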
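Benchmarks: naked versus QL9-loaded vesicles / Assay system: purified 2C TCR transgenic mouse naive CD8+ T cells / Technique: high-throughput flow cytometry with anti-B7-1 and anti-CD8 staining / Timing: Cell–vesicle co-incubation 1.5 h at 37 °C, staining 20 min on ice / Read-out: percent CD8+ FL2 mean versus row control / Probe or stimulus: QL9-loaded Drosophila micro-vesicles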
WT yeast gro inh mutant strain = recorded beside WT yeast gro inh, whose call it bears; inhibition, %; mitochondrial fusion phenotypic screen, mutant strain inhibition
Ins promoter up cell count = further read-out of Ins promoter up, marked with its call; cell count; measured here: cytotoxicity, nuclei count;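 total cells summed across four imaged fields per well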
Lipid droplet cells 6.5 µM = further read-out of Lipid droplet, marked with its call; cell count; measured here: cell count, cytotoxicity flag;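 cells counted across two imaged fields per well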
b-catenin transl cell count 5 µM = second read-out of b-catenin transl, no call of its own (marks repeat the call); cell count; measured here: cell count, cytotoxicity flag
T cell modulator vesicle-bound % = recorded beside T cell modulator, whose call it bears; double positive events, %; measured here: CD8+ vesicle-bound cell fraction;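 binding gate set so that unloaded-vesicle control wells show 10% double positive cells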
MT stabilizer Hoechst-high % = second read-out of MT stabilizer, no call of its own (marks repeat the call); % Hoechst-high responders; measured here: nuclear condensation Hoechst responders;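 share of cells brighter than vehicle mean plus two SD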
MT stabilizer cytotoxicity % = recorded beside MT stabilizer, whose call it bears; toxicity, %; measured here: cytotoxicity by cell density;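 0% = mean cell density of plate MIN control wells and 100% = no cells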
Autophagy mod cell loss 18 h = recorded beside Autophagy mod, whose call it bears; toxicity, %; measured here: cell loss, nuclei count;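 cell loss after 18 h compound exposure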
Myeloid diff 2 GFP+ MAC1+ % = further read-out of Myeloid diff 2, marked with its call; GFP+ MAC1+ double positive, %; measured here: differentiation confirmed by MAC1 staining
* = called active by the depositor; i = inactive; u = inconclusive; x = no result given; + = active, no number.

smiles,MT stabilizer,MT stabilizer Hoechst-high %,MT stabilizer cytotoxicity %,Ins promoter up,Ins promoter up cell count,Lipid droplet,Lipid droplet cells 6.5 µM,Myeloid diff 2,Myeloid diff 2 GFP+ MAC1+ %,West Nile virus CPE,b-catenin transl,b-catenin transl cell count 5 µM,WT yeast gro inh,WT yeast gro inh mutant strain,Autophagy mod,Autophagy mod cell loss 18 h,T cell modulator,T cell modulator vesicle-bound %
C=C(C)CSc1nc(N)c2c(C)c(C)sc2n1,2.1,1.3,1.4,-0.51,1283,x,x,i,1.1,-0.2%,-0.6,956,13.9,10.4,i,2.6,i,43.8
Cn1c(=O)[nH]c(=O)c2c1nc(SCCN1CCCCC1)n2CCCc1ccccc1,1.4,3.4,4.7,x,x,x,x,i,0.6,-1.4%,-4.5,1042,18.5,9.8,i,-5.1,i,39.3
NC(=O)c1ccccc1NC(=O)CN1CCOCC1,3.2,0.7,8.7,2.37,1604,-2.0,653,i,0.4,0.4%,-1.2,1041,-3.6,-7.2,i,4.0,i,6.4
CCN(CC)C(=O)Cn1cc(C(=O)C(=O)N2CCN(Cc3ccccc3)CC2)c2ccccc21,x,x,x,x,x,15.4,738,i,0.8,-0.7%,x,x,x,x,x,x,i,19.2
Cc1ccc(Cl)cc1NC(=O)CC1NC2CCCCC2NC1=O (stereo not drawn),1.3,2.4,2.5,1.66,1504,0.3,703,+,11.4*,0.4%,1.6,912,-1.3,3.2,i,1.6,i,32.3
O=C(NCCN1CCOCC1)/C(=C/c1ccco1)NC(=O)c1ccccc1,x,x,x,x,x,6.4,881,i,1.1,-0.4%,x,x,x,x,x,x,i,53.3
COc1cc(C(=O)NC(CCSC)C(=O)OCC(=O)NC(=O)C2CCCCC2)cc(OC)c1OC (stereo not drawn),3.7,4.3,7.3,1.16,1325,-13.5,686,i,0.2,1.2%,-0.6,1129,-2.1,4.5,i,-2.7,i,6.0
Cc1ccc(C(=O)N2CCCCC2C(=O)O)o1 (stereo not drawn),5.2,2.1,5.5,1.58,1377,0.2,754,i,0.5,1.5%,-0.8,1095,-18.9,-1.1,i,-16.1,i,16.5
CCOC(=O)/C(=C\c1cn(C)c2ccccc12)[N+](=O)[O-],2.5,1.9,7.5,0.08,1437,-1.1,642,i,0.6,0.6%,-1.7,1026,-8.7,11.7,i,4.4,i,6.3
O=C(NCC(=O)N(c1ccc2c(c1)OCO2)C(C(=O)NC1CCCC1)c1cccs1)c1ccco1 (stereo not drawn),1.9,2.0,8.4,-0.85,1165,x,x,i,1.2,-0.5%,-0.7,824,10.1,6.4,i,-13.4,i,45.3
CC(Oc1ccccc1F)C(=O)NC1CCS(=O)(=O)C1 (stereo not drawn),x,x,x,x,x,2.5,880,i,0.0,-0.8%,x,x,x,x,x,x,i,7.1
CC(c1ccccn1)N(CCN(C)C)C(=S)Nc1cccc(F)c1 (stereo not drawn),1.2,1.4,1.5,x,x,-4.0,760,i,6.2,-0.1%,x,x,x,x,i,2.2,i,5.5
CCCc1cc(=O)oc2c(CN3CCCC3)c(O)c(Cl)cc12,3.3,0.9,1.3,0.15,1053,x,x,i,3.5,0.6%,0.4,1183,-9.6,6.2,i,15.1,i,25.6
O=C(NCCc1ccccc1)c1cnn2c(C(F)F)cc(C3CC3)nc12,1.9,2.2,1.9,-1.55,1454,-4.2,704,i,0.6,-0.2%,-1.6,1225,0.1,-5.0,i,5.2,i,44.7
CCOc1ccc(NC(=O)CCC(=O)c2ccc(F)cc2)cc1,x,x,x,x,x,-2.9,804,i,0.2,-1.0%,x,x,x,x,x,x,i,54.0
Cc1cccc(CC2S/C(=N/N=C/c3ccco3)NC2=O)c1 (stereo not drawn),5.3,2.3,6.9,0.44,1513,12.7,703,i,0.5,0.1%,0.3,960,2.8,-10.5,i,-1.0,i,38.0
Cc1cccc(OCC(=O)NNC(=O)Nc2cccc(Cl)c2)c1C,2.2,1.8,5.9,-5.42,859,-0.5,675,i,1.0,0.5%,-2.6,948,-12.6,-2.4,i,4.5,i,47.5
N#CC1=C(N)Oc2cc(N)ccc2C1C1CCCCC1 (stereo not drawn),46.2*,40.8*,27.3*,0.43,1184,-8.0,681,u,x,u,x,x,27.4,17.8,i,26.9,i,29.5
COC(=O)c1c(C)n(-c2ccc(OC)cc2)c2ccc(O)cc12,3.0,1.7,2.5,x,x,-15.0,710,i,0.7,0.7%,x,x,-1.3,4.2,i,1.6,i,55.2
CCOC(=O)C(NC(=O)CCl)(Nc1sc(C)c(CC)c1C#N)C(F)(F)F (stereo not drawn),2.4,3.7,7.1,-0.02,1175,-16.7,675,i,1.2,-0.5%,2.1,461,-7.0,0.7,i,8.7,i,56.6

Next records
smiles,MT stabilizer,MT stabilizer Hoechst-high %,MT stabilizer cytotoxicity %,Ins promoter up,Ins promoter up cell count,Lipid droplet,Lipid droplet cells 6.5 µM,Myeloid diff 2,Myeloid diff 2 GFP+ MAC1+ %,West Nile virus CPE,b-catenin transl,b-catenin transl cell count 5 µM,WT yeast gro inh,WT yeast gro inh mutant strain,Autophagy mod,Autophagy mod cell loss 18 h,T cell modulator,T cell modulator vesicle-bound %
Cc1cccc(NC(=O)C23CCC(C)(C2Br)C3(C)C)c1 (stereo not drawn),2.3,2.8,7.2,x,x,x,x,i,0.0,-1.0%,x,x,-1.0,28.6,i,15.0,i,6.5
N#Cc1sc2nc3c(cc2c1N)CCCC3,6.8,2.5,2.0,0.18,1283,17.5,733,i,0.6,-0.6%,-3.6,547,-5.9,-16.8,i,4.3,i,19.9
N#Cc1ccccc1Cn1c(=O)n(Cc2ccc(C(=O)NCc3ccco3)cc2)c(=O)c2sccc21,7.0,3.9,1.4,-1.05,1549,2.9,573,i,3.8,u,1.6,1113,15.1,-3.0,i,-0.5,i,42.9
Cc1ccccc1CNC(=O)c1ccccc1N,0.9,0.8,7.2,0.39,941,15.0,754,i,8.3,0.7%,x,x,3.3,-4.6,i,4.2,i,34.3
CSc1nncc(=O)[nH]1,2.9,1.6,9.1,-0.46,1306,7.3,686,i,0.7,0.3%,x,x,0.3,1.7,i,14.2,x,x
O=C(CSc1nc(-c2ccc(F)cc2)cs1)NC(=O)NCc1ccco1,3.5,1.5,2.8,-0.52,757,x,x,i,7.5,-0.4%,0.6,1137,-0.9,-7.1,i,12.5,i,24.1
COc1ccccc1N1CCN(c2ccc3ccccc3n2)CC1,x,x,x,x,x,-13.9,821,i,0.0,-0.5%,x,x,x,x,x,x,i,18.8
C=C1CCN([C@@H](C)C(=O)OCc2ccc(C)cc2)S(=O)(=O)c2ccccc21,x,x,x,0.13,1058,-0.7,672,i,2.8,0.4%,-0.5,1199,x,x,x,x,i,21.3
Cn1c2c(c(=O)n(C)c1=O)C(c1ccccc1F)C(C#N)=C(N)O2 (stereo not drawn),4.6,1.1,6.9,1.38,1542,0.8,662,i,0.2,0.2%,1.1,934,-12.1,8.5,i,-7.7,i,34.5
CCOc1[nH]n(-c2ccc(Cl)cc2)c(=O)c1C=NCC(=O)OC,7.1,1.9,7.8,-0.26,1315,-18.7,666,i,0.1,0.1%,-3.9,1121,-4.0,11.1,i,7.1,i,59.8
COc1ccccc1NC(=O)NCc1ccc2c(c1)OCO2,1.9,2.3,5.2,0.26,1833,0.6,710,x,x,0.1%,-1.8,1066,-9.9,-0.1,i,-4.3,x,x
O=C(N/N=C/c1ccco1)c1cc2ccccc2o1,x,x,x,x,x,-1.3,769,i,0.4,0.3%,x,x,x,x,x,x,i,8.1
CCOC(=O)C1=C(O)CSC1=Nc1ccc(Cl)cc1,5.6,2.1,11.7,0.46,1172,x,x,i,1.6,1.1%,-6.2,960,27.8,16.2,i,-7.3,i,36.7
Cc1nnsc1-c1nnc(SCC(=O)c2ccccc2)n1C1CC1,x,x,x,0.29,1451,11.6,742,i,0.6,0.0%,-5.8,1183,x,x,x,x,i,59.7
CC(C)CCNC(=O)C1CC(c2ccccc2C(F)(F)F)=NO1 (stereo not drawn),x,x,x,-0.13,1122,x,x,i,1.0,0.2%,-2.6,1180,x,x,x,x,i,37.9
CCCS(=O)(=O)c1nc(S(=O)(=O)c2ccc(C)cc2)c(NCc2ccccn2)s1,4.3,3.4,3.7,-0.1,1287,-31.3,681,i,0.7,-0.7%,-0.7,1079,-1.5,10.9,i,-2.5,i,52.4
O=C(O)CN1C(=O)CC(Cc2ccccc2)C1=O (stereo not drawn),2.6,1.7,2.8,x,x,x,x,i,0.7,-0.1%,0.0,1188,1.3,3.7,i,-3.8,i,34.1
CCCn1c(NCCO)nc2ccccc21,2.8,1.8,6.0,-0.81,1055,-2.2,721,i,1.3,0.2%,1.3,1090,12.8,3.0,i,0.0,i,38.0
COc1ccc(C(=O)C(Sc2nnc(C)c(=O)[nH]2)c2ccc(OC)cc2)cc1 (stereo not drawn),x,x,x,0.69,990,-1.0,660,i,0.2,0.1%,0.4,1245,x,x,x,x,i,24.1
O=C(C1=C[C@@H](C2CC2)C[C@@H](OCCCCO)O1)N1CCN(Cc2ccccc2)CC1,3.4,0.8,5.4,-1.04,1479,-9.4,731,i,1.0,x,-2.0,1186,-22.1,-15.1,i,-1.2,i,42.4
Cc1cc(C)c(C(=O)NC2CC(C)(C)Cc3c2cnn3-c2ccccc2)o1 (stereo not drawn),x,x,x,x,x,5.2,732,i,1.5,0.2%,x,x,x,x,x,x,i,10.1
COc1ccc(C2/C(=C(/O)c3ccc4c(c3)CC(C)O4)C(=O)C(=O)N2Cc2ccncc2)cc1 (stereo not drawn),x,x,x,x,x,-1.7,670,i,5.8,-0.4%,x,x,x,x,x,x,i,56.9
